Assay outcomes (PubChem)
beta cell repl: inducers of MIN6 beta-cell proliferation, primary screen, ATP luminescence, uHTS; MIN6 cells proliferation, ATPlite luminescence, 48 h; cells starved in 0.2% serum; 100% = growth in 10% serum; proliferation, % at 10 µM; actives 0.29% (n = 330,000); AID 2380, 2010;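 active = compounds whose signal lies at least 3.5 SD above the mean of all wells on their plate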;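 note: 0% = DMSO-treated cells in low-serum medium and 100% = 10% serum control; some compounds called inactive have numbers as strong as hits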
hIAP activ: human IAP activators, primary screen, biochemical, luminescence, uHTS; Intestinal-type alkaline phosphatase (Homo sapiens), P09923; purified human IAP, CDP-Star luminescence, 30 min; stronger effect = higher value; 1 = vehicle-only enzyme, 0 = enzyme-free background; activation factor at 10 µM; actives 0.16% (n = 330,000); AID 2524, 2010;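 active = activation factor of the enzyme at least 2-fold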; note: the source names both 10 and 20 µM as test concentration; values of inactives mirror those of a sister screen read the other way
hIAP block: human IAP inhibitors, primary screen, biochemical, luminescence, uHTS | Intestinal-type alkaline phosphatase (Homo sapiens), P09923 | purified IAP, CDP-Star luminescence, 30 min | inhibition, % at 10 µM | actives 0.12% (n = 330,000) | AID 2544, 2010;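 active = inhibition reaching a set limit with compound at 10 µM in the primary screen, cut at about 35% in these data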;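 note: plate controls were DMSO wells with enzyme for no effect and no-enzyme buffer wells for full effect; values of inactives mirror those of a sister screen read the other way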
NR3A LBD binder: binders of NR3A ligand-binding domain, primary screen, biophysical, differential scanning fluorimetry, uHTS; NR3A LBD differential scanning fluorimetry, Tm shift; 0% = protein alone, 100% = glycine-bound protein; actives 2.5% (n = 340,000); Tm shift relative to glycine control, % at 25 µM; Glutamate receptor ionotropic, NMDA 3A (GRIN3A) ligand-binding domain; AID 1259313, 2017;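 active = melting temperature shift of at least 10% of the positive control shift, at one fixed dose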
MPTP inh: mitochondrial permeability transition pore inhibitors, primary screen, biochemical, isolated mouse mitochondria, absorbance | actives 1.4% (n = 360,000) | Ca2+ swelling absorbance, 30 min | inhibition, % at 10 µM;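 active = inhibition of 50% or more, scaled per plate between neutral and stimulator controls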;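 note: 0% = DMSO wells given calcium and 100% = 1 mM EGTA wells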
A3G deaminase: APOBEC3G DNA deaminase inhibitors, primary screen, biochemical, fluorescence, single-stranded DNA substrate, uHTS; actives 0.28% (n = 330,000); recombinant A3G, ssDNA deamination FAM/TAMRA fluorescence; inhibition, % at 20 µM;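 active = inhibition of at least 40% at 20 µM, with no more than 30% in the related APOBEC3A deaminase screen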;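 note: plate controls were DMSO wells with A3G for no effect and wells lacking A3G enzyme for full effect; some compounds called inactive have numbers as strong as hits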
Target sequence (Q9HC16 whole entry, looked up): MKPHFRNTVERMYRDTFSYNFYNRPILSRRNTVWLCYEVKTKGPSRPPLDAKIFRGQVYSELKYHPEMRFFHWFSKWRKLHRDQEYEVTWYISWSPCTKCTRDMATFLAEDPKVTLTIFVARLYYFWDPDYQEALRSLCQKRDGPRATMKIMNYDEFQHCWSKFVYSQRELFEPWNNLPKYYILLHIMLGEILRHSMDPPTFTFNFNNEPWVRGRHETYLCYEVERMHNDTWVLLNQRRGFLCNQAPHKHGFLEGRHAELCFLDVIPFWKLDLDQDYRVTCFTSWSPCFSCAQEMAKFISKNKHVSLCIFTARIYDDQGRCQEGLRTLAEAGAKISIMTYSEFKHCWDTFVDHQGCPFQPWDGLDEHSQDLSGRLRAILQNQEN
mIAP act: activators of mouse IAP, primary screen, biochemical, luminescence, uHTS | intestinal alkaline phosphatase [Mus musculus] | muIAP, CDP-Star luminescence, 30 min; stronger effect = higher value; 1 = vehicle-only enzyme signal, 0 = enzyme-free wells | activation factor at 10 µM | actives 0.24% (n = 330,000);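 active = activation factor of at least 2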; note: the source names both 10 and 20 µM as test concentration; values of inactives mirror those of a sister screen read the other way
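Assay system: mouse IAP enzyme; reagent: chemiluminescent substrate CDP-Star; dosing: test compounds delivered from DMSO solution; schedule: 30 min at room temperature; measured by: luminescence from enzymatic CDP-Star hydrolysis; controls: DMSO-only wells and no-enzyme negative control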
mIAP block: inhibitors of mouse IAP, primary screen, biochemical, luminescence, uHTS; intestinal alkaline phosphatase [Mus musculus]; purified mouse IAP, CDP-Star luminescence, 30 min; inhibition, % at 10 µM; actives 0.2% (n = 330,000); AID 2806, 2010;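 active = inhibition of at least 40% at 10 µM in the primary screen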;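 note: plate controls were DMSO with enzyme for no effect and no enzyme wells for full effect; values of inactives mirror those of a sister screen read the other way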
APOBEC3A inh: APOBEC3A ssDNA deaminase inhibitors, primary screen, selectivity assay for APOBEC3G inhibitor project, biochemical, FAM/TAMRA oligo cleavage fluorescence; inhibition, % at 20 µM; DNA dC->dU-editing enzyme APOBEC-3A (Homo sapiens), P31941; actives 0.41% (n = 330,000); recombinant A3A, FAM/TAMRA ssDNA deamination fluorescence;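 active = at least 40% inhibition at 20 µM here, with at most 30% in a related deaminase screen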;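 note: plate controls were A3A with DMSO for no effect and wells lacking A3A enzyme for full effect; some results filed as inactive read as strong as hits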
Target sequence (P31941 whole entry, looked up): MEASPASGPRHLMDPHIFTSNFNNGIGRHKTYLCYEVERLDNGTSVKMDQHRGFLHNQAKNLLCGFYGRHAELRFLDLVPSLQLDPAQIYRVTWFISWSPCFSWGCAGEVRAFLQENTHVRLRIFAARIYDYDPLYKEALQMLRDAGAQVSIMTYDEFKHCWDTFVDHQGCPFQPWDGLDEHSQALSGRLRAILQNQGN
Starred values were filed as active, the others as inactive; nt = not tested or not shown.

SMILES | beta cell repl | hIAP activ | hIAP block | NR3A LBD binder | MPTP inh | A3G deaminase | mIAP act | mIAP block | APOBEC3A inh
Nc1nnc(SCCCC(=O)c2ccc(F)cc2)s1 | 0 | 1 | -2 | -1 | -1.5 | -1 | 0.86 | 14 | 2
CCc1nnc(NC(=O)CN2C(=O)N(C)C3(CCCCC3)C2=O)s1 | -4 | 0.91 | 10 | -1 | -0.7 | -7 | 1.1 | -9 | -1
CCOC(=O)c1sc(NC(=O)CSc2nnc(Cc3ccccc3)o2)c(C#N)c1C | -4 | 0.85 | 15 | -12 | 41 | 11 | 0.77 | 23 | -6
CS(=O)(=O)N(CC(=O)N1CCN(c2ccccc2)CC1)Cc1ccc(Cl)cc1 | -2 | 0.83 | 17 | 10 | -1.9 | -6 | 0.92 | 8 | -3
CC1CN(S(=O)(=O)c2ccc(C(=O)N(C)C3CCCCC3)cc2)CC(C)O1 (stereo not given) | 3 | 0.97 | 2 | -2 | 0.3 | -3 | 1 | 0 | -1
CCOC(=O)C1(Cc2ccccc2Cl)CCN(C(=O)CN2CCOC2=O)CC1 | -2 | 1 | -5 | -1 | 0.2 | -6 | 0.93 | 7 | -3
Cc1ccc(C(=O)N/C(=C\c2ccco2)C(=O)NCC2CCCO2)cc1C (stereo not given) | 1 | 1.1 | -11 | 1 | 1.5 | -3 | 1 | 0 | 0
CC(C)NC(=O)COc1ccc2c(c1)C(=O)CC(C)(C)O2 | 1 | 1 | -5 | 0 | 1.9 | -7 | 1.1 | -5 | 0
CCC(c1nnnn1C(C)(C)CC)N(CCCN1CCOCC1)Cc1cc2cccc(C)c2[nH]c1=O (stereo not given) | -1 | 0.83 | 17 | -1 | -1.2 | -4 | 0.91 | 9 | 0
COc1ccc(NC(=O)C2CCCN(S(=O)(=O)c3cccnc3)C2)c(OC)c1 (stereo not given) | -4 | 0.9 | 10 | -3 | 0.5 | -4 | 0.93 | 7 | 0
O=C(O)c1cc(-c2ccco2)[nH]n1 | 0 | 1.1 | -5 | -1 | 1.6 | 0 | 0.31 | 69* | 7
CCOc1ccc(C(=O)NCC(=O)N2CCC3CCCCC3C2)cc1OCC (stereo not given) | -1 | 0.95 | 5 | -4 | -1.1 | -4 | 0.96 | 4 | -1
CC(NC(=O)Cn1cc(C(F)(F)F)cc(Cl)c1=O)c1ccccc1 (stereo not given) | 0 | 0.94 | 6 | -1 | 0.0 | -4 | 0.93 | 7 | -1
O=C(COC(=O)[C@@H]1CCCN1C(=O)c1cccs1)Nc1cccc(Cl)c1 | 6 | 0.79 | 21 | -2 | 1.0 | -8 | 1.1 | -5 | -4
CCC(=O)N1CCN(c2ccccc2NC(=S)NC(=O)c2cccc([N+](=O)[O-])c2)CC1 | 4 | 0.98 | 2 | -4 | 1.5 | -3 | 0.86 | 14 | -4
Nc1c(-c2ccc(F)cc2)cnn1C1CCS(=O)(=O)C1 (stereo not given) | -4 | 1.1 | -13 | -1 | 1.4 | -2 | 1.1 | -5 | -2
CN1CCN(CC(=O)Nc2cccc(S(=O)(=O)N(C)c3ccccc3)c2)CC1 | 0 | 1.1 | -8 | 1 | -2.0 | -5 | 1 | -4 | -4
CCC1(C)Cc2c(sc3c2c(=O)n(C)c2nnc(SCc4ccc5c(c4)OCO5)n32)CO1 (stereo not given) | -1 | 0.91 | 9 | 3 | -1.7 | -3 | 0.95 | 5 | 0
COc1cc(-c2nc(C)c(C(C)=O)n2O)ccc1OCC(=O)Nc1ccc(Cl)cc1 | 0 | 0.93 | 7 | -9 | -0.2 | -5 | 1 | 0 | -3
CC1(C)OC(=O)N(CC(=O)Nc2ccccc2)C1(C)O (stereo not given) | -1 | 1.2 | -22 | 0 | 0.3 | 0 | 1.1 | -6 | -1
O=C(CC1C(=O)NCCN1Cc1c(F)cccc1Cl)NC1CCCCCC1 (stereo not given) | -2 | 1.1 | -12 | -1 | 1.8 | -6 | 1 | -2 | 2
O=C(COc1ccc(F)cc1)N(Cc1ccco1)C1CCS(=O)(=O)C1 (stereo not given) | 2 | 1.3 | -26 | 0 | 2.2 | 2 | 1.1 | -9 | -4
O=C(CCNC(=O)c1ccc([N+](=O)[O-])cc1)NCCC1=CCCCC1 | 3 | 0.99 | 0 | 1 | -1.2 | -7 | 0.97 | 3 | 0
CCNc1nc(C)cc(COC)c1C#N | -1 | 1.1 | -9 | 2 | -2.4 | -2 | 1.1 | -8 | -2
O=C(O)CCCC(=O)Nc1ccc(Oc2cccc(C(F)(F)F)c2)nc1 | 2 | 0.94 | 6 | -2 | 0.9 | -8 | 1 | -2 | 3
COCCCNC(=O)CC1C[C@H](C(=O)N2CCCCC2)[C@@]2(CCc3ccccc3)c3[nH]c4ccc(OC)cc4c3CCN2C1=O (stereo not given in full) | nt | nt | nt | 0 | -0.3 | 4 | 1.1 | -9 | 4
COc1ccc(Oc2ncc(CN3CCN(c4ccccc4)CC3)s2)cc1 | -1 | 1 | -3 | 0 | 22 | -4 | 1.1 | -6 | 2
O=C(Nc1nc2c(c(=O)[nH]1)CCCC2)C1CC1 | -2 | 0.96 | 4 | -5 | 2.5 | -3 | 1 | -2 | -1
CCC(N1CCOC1=O)S(=O)(=O)c1ccc(C)cc1 (stereo not given) | -1 | 1 | -2 | 1 | 0.0 | -6 | 0.92 | 8 | 1
O=C(OCC(=O)N1CCCCC1)c1cc(=O)[nH]c2ccccc12 | -5 | 1 | -2 | -3 | -0.8 | -5 | 0.98 | 2 | -3
COc1ccc(N(CC(=O)NCCSC2CCCCC2)S(=O)(=O)c2ccccc2)cc1OC | 2 | 1.2 | -24 | -2 | 0.0 | 3 | 1.1 | -7 | 2
O=C(CCc1ccccc1Cl)Nc1cccc(S(=O)(=O)N2CCCC2)c1 | 5 | 1.2 | -19 | -13 | -0.5 | -8 | 1.2 | -17 | -7
CCn1c(C)nc2cc(C(=O)NNS(=O)(=O)c3c(F)cc(F)c(Cl)c3F)ccc21 | -1 | 1 | -4 | 0 | 0.4 | -4 | 0.97 | 3 | 1
Cc1ccc(S(=O)(=O)N2CCC(C(=O)OCC(=O)NC3(C#N)CCCCC3)CC2)cc1C | 0 | 1 | -3 | -1 | 0.8 | -9 | 1 | -1 | 3
CCC(C)CCN1C(N(C)C)=NC[C@@H]1CC(C)C (stereo not given in full) | -8 | 0.83 | 17 | 1 | 0.1 | 20 | 0.93 | 7 | 3
O=C(CNC(=O)c1ccccc1)N/N=C/C=C/c1ccccc1 | -3 | 1.1 | -10 | -26 | -0.8 | -7 | 0.9 | 10 | -3

Taken from the results shown (8 entries):
SMILES | beta cell repl | hIAP activ | hIAP block | NR3A LBD binder | MPTP inh | A3G deaminase | mIAP act | mIAP block | APOBEC3A inh
O=C(O)CCCC(=O)Nc1ccc(Oc2cccc(C(F)(F)F)c2)nc1 | 2 | 0.94 | 6 | -2 | 0.9 | -8 | 1 | -2 | 3
COCCCNC(=O)CC1C[C@H](C(=O)N2CCCCC2)[C@@]2(CCc3ccccc3)c3[nH]c4ccc(OC)cc4c3CCN2C1=O (stereo not given in full) | nt | nt | nt | 0 | -0.3 | 4 | 1.1 | -9 | 4
COc1ccc(Oc2ncc(CN3CCN(c4ccccc4)CC3)s2)cc1 | -1 | 1 | -3 | 0 | 22 | -4 | 1.1 | -6 | 2
O=C(Nc1nc2c(c(=O)[nH]1)CCCC2)C1CC1 | -2 | 0.96 | 4 | -5 | 2.5 | -3 | 1 | -2 | -1
CCC(N1CCOC1=O)S(=O)(=O)c1ccc(C)cc1 (stereo not given) | -1 | 1 | -2 | 1 | 0.0 | -6 | 0.92 | 8 | 1
O=C(OCC(=O)N1CCCCC1)c1cc(=O)[nH]c2ccccc12 | -5 | 1 | -2 | -3 | -0.8 | -5 | 0.98 | 2 | -3
COc1ccc(N(CC(=O)NCCSC2CCCCC2)S(=O)(=O)c2ccccc2)cc1OC | 2 | 1.2 | -24 | -2 | 0.0 | 3 | 1.1 | -7 | 2
O=C(CCc1ccccc1Cl)Nc1cccc(S(=O)(=O)N2CCCC2)c1 | 5 | 1.2 | -19 | -13 | -0.5 | -8 | 1.2 | -17 | -7

Remaining list, next part:
SMILES | beta cell repl | hIAP activ | hIAP block | NR3A LBD binder | MPTP inh | A3G deaminase | mIAP act | mIAP block | APOBEC3A inh
COC(=O)CC1C(=O)NCCN1C(=O)CSc1nnnn1-c1ccc(Cl)cc1 (stereo not given) | -2 | 1.1 | -10 | 4 | -5.2 | -8 | 1.1 | -5 | -1
CCCCC(=O)NC1(C(F)(F)F)NC(=O)N(Cc2ccccc2)C1=O (stereo not given) | 0 | 1.1 | -10 | -1 | -1.9 | -5 | 1.1 | -14 | -4
CC(C)(C)NC(=O)CN1CCC(O)(c2ccc3c(c2)OCO3)CC1 | 0 | 0.9 | 10 | 2 | -7.4 | -6 | 0.92 | 8 | -3
COc1ccc(/C=C/C(=O)OCC(=O)NCc2ccccc2Cl)cc1OC | 0 | 1.2 | -21 | -1 | -0.3 | -3 | 1.1 | -11 | -2
COc1cccc(/C=N/NC(=O)c2ccccc2N(Cc2ccccc2)S(=O)(=O)c2ccccc2)c1OC | -2 | 0.99 | 1 | 4 | 3.7 | -4 | 1 | -2 | 0
CS(=O)(=O)c1cnc(-c2ccccc2)nc1Oc1ccc(F)cc1 | -1 | 1 | -1 | -1 | 1.6 | -9 | 1 | -5 | 1
COc1cc(C2C(C(=O)c3ccco3)=C(O)C(=O)N2CCc2ccccc2)ccc1O (stereo not given) | -2 | 1 | -4 | 0 | -2.8 | -4 | 0.91 | 9 | -6
O=C(/C=C/c1ccccc1)NCC(=O)N/N=C/c1cccs1 | 0 | 1 | -1 | 2 | 2.1 | -6 | 0.98 | 2 | -1
O=C(Cc1ccccc1)NN1C(=O)C2C(C1=O)C1C=CC2C12CC2 (stereo not given) | 0 | 1 | -2 | 0 | -0.6 | -3 | 0.99 | 1 | 1
COc1ccc(CCNC(=O)C(=O)NCC2OCCN2S(=O)(=O)c2ccc(OC)c(OC)c2)cc1 (stereo not given) | 1 | 0.89 | 11 | 0 | -0.6 | -1 | 0.93 | 7 | -1
COC(=O)c1cc(C#N)c(N2CCN(C)CC2)nc1C | -2 | 0.98 | 2 | 3 | 1.2 | -4 | 0.92 | 8 | -1
